Screening data deposited in PubChem BioAssay by several laboratories.
Shn3 inh set2 – reduction of Shn3 3'UTR firefly luciferase signal, primary screen, Schnurri-3 inhibitor project, cell-based, Clone20 osteoblasts, set 2 | actives 0.52% (n = 360,000) | inhibition, % at 12.5 µM | AID 588674, 2011 | Clone20 osteoblast Shn3 3'UTR firefly luciferase, 24 h;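 active = mean inhibition of at least 75% with every replicate also reaching 75%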;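 note: 0% = median of neutral control wells and 100% = pilot-screen positive control compound; some compounds past the cut are filed as inactive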
NR2E3 ag-1 – NR2E3 agonists in two-hybrid cells, primary screen, cell-based, luminescence, CHO-S, Gal4-NCOR/VP16-NR2E3; luciferase; inhibition of corepressor binding, % at 3.98 µM; actives 0.35% (n = 360,000); AID 602229, 2012;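 active = inhibition above the mean of all tested compounds plus 3 SD, cut at about 70% in these data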;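 note: 0% = DMSO with NR2E3 transfected cells and 100% = cells lacking NR2E3 construct; higher means lower luciferase signal from less NR2E3 corepressor binding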
Target sequence (Q9Y5X4 whole entry, looked up, the tested form may be a part): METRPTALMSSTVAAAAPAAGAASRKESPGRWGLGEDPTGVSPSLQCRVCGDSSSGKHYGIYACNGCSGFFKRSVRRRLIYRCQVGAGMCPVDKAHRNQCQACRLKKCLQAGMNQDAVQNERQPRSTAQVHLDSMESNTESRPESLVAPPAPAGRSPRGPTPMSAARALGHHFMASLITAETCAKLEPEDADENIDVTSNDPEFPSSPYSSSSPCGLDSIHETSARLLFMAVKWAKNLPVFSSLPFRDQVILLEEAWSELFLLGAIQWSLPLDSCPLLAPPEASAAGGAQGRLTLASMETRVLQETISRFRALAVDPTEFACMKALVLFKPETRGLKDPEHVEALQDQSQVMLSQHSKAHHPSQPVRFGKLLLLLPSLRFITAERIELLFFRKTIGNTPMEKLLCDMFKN
hiPSC survival – enhancers of single-cell hiPSC survival, primary screen, ATPlite luminescence; actives 0.044% (n = 360,000); survival enhancement, % at 20 µM; 100% = ROCK inhibitor wells, 0% = DMSO; in the data active = survival enhancement above about 18%;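 note: cells exposed to compounds for 16 hours before the ATP read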
Cardio protect – cardioprotection against H2O2-induced cell death, primary screen, uHTS, H9c2 cells, ATPLite luminescence | H9c2 cardiomyocytes, H2O2 injury protection, 2 h | protection from H2O2 cell death, % at 20 µM | actives 0.63% (n = 360,000) | AID 588492, 2011;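 active = compounds giving at least 50% protection of heart cells from peroxide-induced death in the single-dose screen, raw or plate-pattern-corrected value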;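 note: 0% = DMSO wells with peroxide and 100% = DMSO wells without peroxide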
NR2E3 ag-2 – inhibitors of NR2E3-RetCOR corepressor binding, primary screen, NR2E3 agonist project, biochemical, TR-FRET, GST-NR2E3, biotin-RetCOR; AID 2300, 2010; inhibition of corepressor binding, % at 4.78 µM; 1536-well; actives 0.12% (n = 320,000);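 active = percent inhibition above the cutoff of mean plus 3 SD of all tested compounds, set per screening campaign, cut at about 20% in these data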;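 note: 0% = DMSO wells and 100% = biotin wells as full block of FRET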
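Material: NR2E3–RetCOR corepressor complex | Quantity: 1.35 nM GST-tagged NR2E3 final | Schedule: 5 h at 4 °C | Replication: Singlicate compound wells | Reagent: RetCOR corepressor, biotinylated, 7 nM | Controls: Biotin wells as high control, 0.6% DMSO wells as low control | Signal: TR-FRET, Eu(K)-anti-GST donor, streptavidin-D2 acceptor, ex 340, em 617/671 nm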
MITF TRPM1 inh – inhibitors of MITF-dependent TRPM1 promoter reporter, primary screen, cell-based, SK-MEL-5, single point, luciferase; SK-MEL-5 TRPM1 promoter luciferase, 24 h; actives 0.83% (n = 330,000); inhibition, % at 12.5 µM;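 active = mean inhibition across replicates of 60% or more, whatever share of single replicates reaches that level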; note: values of inactives mirror those of a sister screen read the other way
HTR2A ag – mouse Htr2a agonists via beta-arrestin recruitment, primary screen, cell-based, luminescence; 5-hydroxytryptamine receptor 2A (Mus musculus), P35363; CHO-K1 mHTR2A beta-arrestin complementation; percent of 30 µM serotonin response; activation, % at 7.6 µM; actives 0.66% (n = 360,000);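 active = activation above a run cutoff, the mean activation of all tested compounds plus 3 SD, cut at about 14% in these data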;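 note: 0% = plate median of compound wells and 100% = 30 µM serotonin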
Target sequence (P35363 whole entry, looked up): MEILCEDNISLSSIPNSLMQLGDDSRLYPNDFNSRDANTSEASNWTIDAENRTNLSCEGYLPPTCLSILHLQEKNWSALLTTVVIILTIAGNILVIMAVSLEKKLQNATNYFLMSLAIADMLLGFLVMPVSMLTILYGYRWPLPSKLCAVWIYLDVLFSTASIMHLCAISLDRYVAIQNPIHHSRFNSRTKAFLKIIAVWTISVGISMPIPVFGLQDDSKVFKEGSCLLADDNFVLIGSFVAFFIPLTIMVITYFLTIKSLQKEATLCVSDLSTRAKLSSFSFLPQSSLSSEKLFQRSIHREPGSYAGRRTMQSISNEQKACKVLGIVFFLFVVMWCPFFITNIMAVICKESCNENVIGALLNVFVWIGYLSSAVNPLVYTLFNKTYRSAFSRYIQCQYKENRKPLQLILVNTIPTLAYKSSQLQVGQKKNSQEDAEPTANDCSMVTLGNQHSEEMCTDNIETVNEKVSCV
HIF-2a inh – HIF-2a reporter inhibitors, primary screen, luminescence, 786-0 RCC cells; actives 0.72% (n = 360,000); 786-0 RCC cells HIF-2a reporter, luciferase luminescence, overnight; inhibition, % at 18.8 µM;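 active = inhibition of the luminescence signal of 40% or more relative to plate controls, in a single-dose primary screen at 18.75 µM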
Peg3 promoter – Peg3 promoter-driven luciferase inhibitors, primary screen, cell-based, HeLa, luciferase luminescence; HeLa PEG-Prom luciferase reporter, overnight; inhibition, % at 20 µM; actives 1.7% (n = 360,000);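 active = inhibition of at least 50% at 20 µM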
CaV13 FRET inh – Primary screen for inhibitors of IQ motif and Ca2+-dependent inactivation inhibitor domain binding in CACNA1D, Förster resonance energy transfer in living cells, …. AID 743397. inhibition, % at 12.3 µM. HEK cells, CFP/YFP FRET ICDI-IQ, plate reader, 10 min; percent FRET-ratio fall versus neutral wells. actives 0.098% (n = 340,000);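 active = mean replicate inhibition of at least 30% and at least 1% of replicates passing that level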;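 note: 0% = median of the neutral control wells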
PDI inh – inhibitors of human PDI, primary screen, biochemical, turbidity, single point, plate reader; Protein disulfide-isomerase (Homo sapiens), P07237; PDI insulin aggregation turbidity, A650, 90 min; inhibition, % at 10 µM; actives 0.052% (n = 350,000); AID 588391, 2011;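 active = mean inhibition across replicates of 30% or more, whatever share of single replicates reach that level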;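 note: absorbance from insulin aggregation driven by PDI reduction with DTT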
Numbers without * were called inactive.

O=C(Nc1ccccn1)c1ccc(Br)c(S(=O)(=O)N2CCCC2)c1 was read as Shn3 inh set2 -17, NR2E3 ag-1 -39, hiPSC survival -0.2, Cardio protect -7, NR2E3 ag-2 3, MITF TRPM1 inh -23, HTR2A ag -9, HIF-2a inh -107, Peg3 promoter -101, CaV13 FRET inh -5 and PDI inh -1.
Cc1cccc(C(=O)c2cccc(C)c2)c1 was read as Shn3 inh set2 -20, NR2E3 ag-1 -18, hiPSC survival 1.1, Cardio protect -4, NR2E3 ag-2 1, MITF TRPM1 inh -18, HTR2A ag -1, HIF-2a inh 4, Peg3 promoter 5, CaV13 FRET inh -5 and PDI inh -3.
`CCOC(=O)c1c(NC(=O)C(C)Sc2nnc(C)c(=O)[nH]2)sc2c1CCCC2` (stereo not given) gave Shn3 inh set2 -25, NR2E3 ag-1 -47, hiPSC survival -0.4, Cardio protect 0, NR2E3 ag-2 3, MITF TRPM1 inh 15, HTR2A ag 2, HIF-2a inh 3, Peg3 promoter 4, CaV13 FRET inh -7 and PDI inh -11.
Screening CCC(C)c1ccc(NC(=O)CSc2nncn2N)cc1 (stereo not given) returned Shn3 inh set2 -6, NR2E3 ag-1 -42, hiPSC survival 0.3, Cardio protect 6, NR2E3 ag-2 0, MITF TRPM1 inh -10, HTR2A ag -1, HIF-2a inh -39, Peg3 promoter -59 and PDI inh 15.
For CCCOc1ccccc1C(=O)N1CCNC(=O)C1CC(=O)OC(C)C (stereo not given) the results were Shn3 inh set2 -18, NR2E3 ag-1 1, hiPSC survival -0.3, Cardio protect -4, NR2E3 ag-2 2, MITF TRPM1 inh 3, HTR2A ag 6, HIF-2a inh 19, Peg3 promoter 18, CaV13 FRET inh -5 and PDI inh 12.
`CCC(=O)N1CCN(CCN=CC2=C(O)CC(c3cccs3)CC2=O)CC1` (stereo not given) gave Shn3 inh set2 -3, NR2E3 ag-1 -26, hiPSC survival 0.5, Cardio protect 4, NR2E3 ag-2 -1, MITF TRPM1 inh 5, HTR2A ag 4, HIF-2a inh 21, Peg3 promoter 11, CaV13 FRET inh -9 and PDI inh 9.
Screening CC(C)Sc1cc(N2CCOCC2)nc(-c2ccccc2)n1 returned Shn3 inh set2 22, NR2E3 ag-1 -8, hiPSC survival 2.3, Cardio protect -12, NR2E3 ag-2 4, MITF TRPM1 inh -2, HTR2A ag -1, HIF-2a inh 34, Peg3 promoter 12, CaV13 FRET inh -4 and PDI inh -6.
`O=C1CC(NCc2ccncc2)C(=O)N1c1ccc(Cl)cc1` (stereo not given) gave Shn3 inh set2 -2, NR2E3 ag-1 -3, hiPSC survival -1.3, Cardio protect -3, NR2E3 ag-2 -1, MITF TRPM1 inh 7, HTR2A ag 5, HIF-2a inh -1, Peg3 promoter 8, CaV13 FRET inh -6 and PDI inh 2.
`Cc1ccccc1OCc1nnc(SC(C)C(=O)O)n1Cc1ccccc1` (stereo not given) gave Shn3 inh set2 -17, NR2E3 ag-1 13, hiPSC survival 0.3, Cardio protect -4, NR2E3 ag-2 6, MITF TRPM1 inh 11, HTR2A ag 8, HIF-2a inh 20, Peg3 promoter -1, CaV13 FRET inh -3 and PDI inh -6.
Screening Cc1cc(C)cc(CSCC(=O)NN=C2CCCCCC2)c1 returned Shn3 inh set2 -5, NR2E3 ag-1 3, hiPSC survival -0.4, Cardio protect -1, NR2E3 ag-2 -1, MITF TRPM1 inh 5, HTR2A ag 0, HIF-2a inh 9, Peg3 promoter -5, CaV13 FRET inh -6 and PDI inh -2.
COc1ccc(C(=O)O/N=C(\N)Cc2ccc(Cl)c(Cl)c2)cc1OC was read as Shn3 inh set2 -8, NR2E3 ag-1 -3, hiPSC survival -1.7, Cardio protect -18, NR2E3 ag-2 3, MITF TRPM1 inh 8, HTR2A ag -5, HIF-2a inh 88*, Peg3 promoter 104*, CaV13 FRET inh -15 and PDI inh 3.
`Cc1ccccc1C(OCC(O)CN1CCCCC1CCO)c1ccccc1` (stereo not given) gave Shn3 inh set2 6, NR2E3 ag-1 27, hiPSC survival -2.7, Cardio protect -4, NR2E3 ag-2 -2, MITF TRPM1 inh 1, HTR2A ag -6, HIF-2a inh 7, Peg3 promoter -1, CaV13 FRET inh -6 and PDI inh 0.
For COc1ccc(OC)c(C2C(C#N)=C(N)N(N(C)C)C3=C2C(=O)CCC3)c1 (stereo not given) the results were Shn3 inh set2 -20, NR2E3 ag-1 8, hiPSC survival 1.2, Cardio protect 3, NR2E3 ag-2 0, MITF TRPM1 inh -11, HTR2A ag 1, HIF-2a inh 15, Peg3 promoter 0, CaV13 FRET inh -20 and PDI inh -2.
CC(=O)Oc1cc2oc(=O)cc(C)c2cc1OC(C)=O was read as Shn3 inh set2 10, NR2E3 ag-1 -11, hiPSC survival 0.2, Cardio protect 5, NR2E3 ag-2 1, MITF TRPM1 inh 0, HTR2A ag 0, HIF-2a inh 19, Peg3 promoter 1, CaV13 FRET inh -4 and PDI inh -4.
Screening CCN(CC)S(=O)(=O)c1ccc2c(c1)nc(CCC(=O)O)n2CC returned Shn3 inh set2 2, NR2E3 ag-1 -15, hiPSC survival 0.3, Cardio protect -2, NR2E3 ag-2 2, MITF TRPM1 inh 9, HTR2A ag 2, HIF-2a inh 11, Peg3 promoter -3, CaV13 FRET inh -2 and PDI inh -2.

Filtered by structure: the compounds so far containing a Cl atom
`O=C1CC(NCc2ccncc2)C(=O)N1c1ccc(Cl)cc1` (stereo not given) gave Shn3 inh set2 -2, NR2E3 ag-1 -3, hiPSC survival -1.3, Cardio protect -3, NR2E3 ag-2 -1, MITF TRPM1 inh 7, HTR2A ag 5, HIF-2a inh -1, Peg3 promoter 8, CaV13 FRET inh -6 and PDI inh 2.
COc1ccc(C(=O)O/N=C(\N)Cc2ccc(Cl)c(Cl)c2)cc1OC was read as Shn3 inh set2 -8, NR2E3 ag-1 -3, hiPSC survival -1.7, Cardio protect -18, NR2E3 ag-2 3, MITF TRPM1 inh 8, HTR2A ag -5, HIF-2a inh 88*, Peg3 promoter 104*, CaV13 FRET inh -15 and PDI inh 3.

Later entries:
`Cc1ccc(C)c(NC(=O)c2cc(-c3cccnc3)nc3ccccc23)c1` gave Shn3 inh set2 6, NR2E3 ag-1 -6, hiPSC survival 1.3, Cardio protect 33, NR2E3 ag-2 9, HTR2A ag 6, HIF-2a inh 25, Peg3 promoter 24, CaV13 FRET inh -18 and PDI inh -3.
For Cc1ccc(CNC(=O)C(=O)NCC2OCCCN2S(=O)(=O)c2cccs2)cc1 (stereo not given) the results were Shn3 inh set2 -12, NR2E3 ag-1 -14, hiPSC survival 0.5, Cardio protect 9, NR2E3 ag-2 0, MITF TRPM1 inh 6, HTR2A ag -5, HIF-2a inh 11, Peg3 promoter 22 and PDI inh 0.
`CC(=O)c1ccc(S(=O)(=O)NC2CC2)cc1` gave Shn3 inh set2 -19, NR2E3 ag-1 -27, hiPSC survival -0.1, Cardio protect -3, NR2E3 ag-2 3, MITF TRPM1 inh -2, HTR2A ag 4, HIF-2a inh -3, Peg3 promoter 6, CaV13 FRET inh -6 and PDI inh -1.
`Cc1ccc(CN2CCSc3ccc(C(=O)NCc4ccccn4)cc32)cc1` gave Shn3 inh set2 -1, NR2E3 ag-1 -48, hiPSC survival -0.7, Cardio protect 8, NR2E3 ag-2 1, MITF TRPM1 inh 9, HTR2A ag -7, HIF-2a inh -4, Peg3 promoter 4, CaV13 FRET inh 8 and PDI inh 1.
Screening C[C@]12CCC(=O)C=C1CC[C@@H]1[C@@H]2CC[C@@]2(C)[C@H]1CC[C@@]21CCC(=O)O1 returned Shn3 inh set2 16, NR2E3 ag-1 16, hiPSC survival 0.1, Cardio protect -2, NR2E3 ag-2 -4, MITF TRPM1 inh 13, HTR2A ag -2, HIF-2a inh 18, Peg3 promoter -5, CaV13 FRET inh -12 and PDI inh -14.
For CC(CSC(=O)c1ccccc1)C(=O)N1c2ccccc2CC1C(=O)O (stereo not given) the results were Shn3 inh set2 -10, NR2E3 ag-1 -34, hiPSC survival -0.1, Cardio protect 0, HTR2A ag 0, HIF-2a inh -51, Peg3 promoter -5 and CaV13 FRET inh -4.
Screening COc1ccc(OC(=O)c2cccc(S(=O)(=O)N3CC(C)OC(C)C3)c2)cc1 (stereo not given) returned Shn3 inh set2 9, NR2E3 ag-1 -31, hiPSC survival -0.6, Cardio protect -14, NR2E3 ag-2 3, MITF TRPM1 inh -6, HTR2A ag 6, HIF-2a inh 8, Peg3 promoter 14, CaV13 FRET inh -2 and PDI inh 0.
O=C(COc1ccccc1Cl)NNC(=O)c1ccc2nc[nH]c2c1 was read as Shn3 inh set2 18, NR2E3 ag-1 -11, hiPSC survival -0.1, Cardio protect 0, NR2E3 ag-2 -3, MITF TRPM1 inh 2, HTR2A ag -6, HIF-2a inh 9, Peg3 promoter 0, CaV13 FRET inh -3 and PDI inh -6.
Screening CC(C)NC(=O)C1(C)CCCN1C(=O)c1cc(C#N)cs1 (stereo not given) returned Shn3 inh set2 -5, NR2E3 ag-1 3, hiPSC survival 2.6, Cardio protect 2, HTR2A ag 12, HIF-2a inh 3, Peg3 promoter -3, CaV13 FRET inh -4 and PDI inh 1.
Screening CC(=O)Nc1nnc(-c2ccccn2)o1 returned Shn3 inh set2 -7, NR2E3 ag-1 -14, hiPSC survival -0.2, Cardio protect 3, NR2E3 ag-2 -4, MITF TRPM1 inh -11, HTR2A ag -2, HIF-2a inh 23, Peg3 promoter 3, CaV13 FRET inh -17 and PDI inh -3.
Cn1c(Cn2nnc3ccccc32)nnc1SCC(=O)NCc1ccc2c(c1)OCO2 was read as Shn3 inh set2 -6, NR2E3 ag-1 -4, hiPSC survival -0.6, Cardio protect -4, MITF TRPM1 inh 7, HTR2A ag 2, HIF-2a inh 5, Peg3 promoter 1, CaV13 FRET inh -10 and PDI inh -3.
`CCOCCCNC(=O)C1CC(=O)N(C2CCCC2)C1` (stereo not given) gave Shn3 inh set2 2, NR2E3 ag-1 8, hiPSC survival 0.4, Cardio protect -4, NR2E3 ag-2 1, MITF TRPM1 inh 2, HTR2A ag 8, HIF-2a inh -10, Peg3 promoter 6 and PDI inh 3.
